TMEM16A inh: blocks the mouse calcium-activated chloride channel TMEM16A; normalized B-score (activity score, 25-100; higher = stronger inhibition) at 10 µM; Q8BHY3; HEK293 TMEM16A/YFP iodide influx fluorescence, ionomycin; AID 588511; actives 1.2% (n = 310,000);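 active means ratio plate-corrected score three or more library SD toward inhibition, starting fluorescence score within five deviations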;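 further: score derived from kinetic fluorescence span divided by baseline fluorescence per well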
Target sequence (Q8BHY3 whole entry, looked up): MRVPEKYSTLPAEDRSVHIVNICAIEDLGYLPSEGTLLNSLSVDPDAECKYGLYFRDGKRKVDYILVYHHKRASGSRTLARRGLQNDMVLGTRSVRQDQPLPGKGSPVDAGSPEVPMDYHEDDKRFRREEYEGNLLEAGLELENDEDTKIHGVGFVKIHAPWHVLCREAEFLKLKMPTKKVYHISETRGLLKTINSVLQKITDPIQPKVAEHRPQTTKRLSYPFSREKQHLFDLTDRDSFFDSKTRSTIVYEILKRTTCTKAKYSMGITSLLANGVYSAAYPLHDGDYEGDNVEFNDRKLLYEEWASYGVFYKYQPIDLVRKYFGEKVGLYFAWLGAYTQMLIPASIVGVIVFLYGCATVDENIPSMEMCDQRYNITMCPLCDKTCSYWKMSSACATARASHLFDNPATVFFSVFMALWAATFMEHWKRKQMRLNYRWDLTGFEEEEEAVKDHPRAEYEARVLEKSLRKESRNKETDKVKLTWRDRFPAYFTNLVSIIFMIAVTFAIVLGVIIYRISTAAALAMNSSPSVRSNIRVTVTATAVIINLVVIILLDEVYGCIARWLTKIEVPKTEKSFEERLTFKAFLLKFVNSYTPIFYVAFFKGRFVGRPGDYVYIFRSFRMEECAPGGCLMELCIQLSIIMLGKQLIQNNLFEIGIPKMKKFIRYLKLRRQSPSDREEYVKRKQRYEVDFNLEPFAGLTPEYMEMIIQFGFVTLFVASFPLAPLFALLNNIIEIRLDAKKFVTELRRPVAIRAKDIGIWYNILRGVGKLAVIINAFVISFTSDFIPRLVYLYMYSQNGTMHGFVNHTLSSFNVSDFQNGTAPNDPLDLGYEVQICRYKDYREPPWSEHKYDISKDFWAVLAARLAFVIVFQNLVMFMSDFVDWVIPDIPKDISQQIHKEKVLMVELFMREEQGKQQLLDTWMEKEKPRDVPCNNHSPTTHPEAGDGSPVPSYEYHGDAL
SKKanGAS inh: blocks kanamycin growth of S. pyogenes SKKanGAS strain | BacTiter-Glo, 6 h | actives 1.3% (n = 300,000) | inhibition, % at 7.5 µM;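 active means mean replicate score, as percent of positive control median, at least 50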;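 further: strain carries kanamycin resistance gene driven by streptokinase promoter and grows in 40 µg/ml kanamycin; loss of luminescence reflects streptokinase promoter inhibition or plain growth inhibition; 0% = median of DMSO wells and 100% = positive control at its reference dose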
TRPC4 inh: inhibitors of mouse TRPC4 channel. AID 2247. Q9QUQ5. actives 0.39% (n = 300,000). B-score at 10 µM. HEK293 TRPC4beta/mu-opioid, DAMGO-evoked Fluo4 calcium flux; stronger effect = lower value;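 active means B-score over 3 SD under the library average, no early fluorescence shift, positive overall ratio signal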
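Material: HEK293 cells with stable TRPC4beta plus mu-opioid receptor expression / Probe or stimulus: DAMGO in two steps, submaximal then maximal / Compound: single concentration per test compound / Technique: kinetic Fluo4 fluorescence imaging of calcium influx / Read-out: per-well B score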
MrgX1 antag: blocks BAM8-22 activation of human MrgX1 receptor. MRGX1-HEK293 calcium flux, Fluo-4, BAM8-22 antagonism; stronger effect = lower value. B-score at 10 µM. actives 1.3% (n = 310,000). AID 588676;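 active means calcium-response B-score plate-corrected more than 3 library SD below zero, starting fluorescence within 5 deviations, no agonist response on first addition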;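 further: peak minus trough fluorescence over baseline after final BAM8-22 challenge near maximal dose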
MrgX1 allo act: allosterically activates human MrgX1 receptor signaling | B-score at 10 µM | MrgX1-HEK293, Fluo-4 calcium flux, FDSS; stronger effect = higher value | Q96LB2 | actives 0.63% (n = 310,000);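 active means plate-corrected calcium response at least 3 library SD above typical, normal starting fluorescence, not activating the receptor alone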;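 further: compound read alongside a low EC10 to EC30 dose of BAM8-22 agonist; peak minus trough fluorescence over baseline measured at the second addition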
TRPC4 PAM: TRPC4 (mouse) allosteric potentiation; actives 0.42% (n = 310,000); HEK293 TRPC4beta/mu-opioid, DAMGO EC20, Fluo-4 Ca2+ flux; stronger effect = higher value; B-score at 10 µM;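 active means B-score of calcium response area above 5 SD of library B-scores, with initial fluorescence ratio within 5 SD of library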;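 further: B-score of integrated fluorescence ratio over time as area under calcium response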
MrgX1 ag: activates human MrgX1 receptor signaling. AID 588627. B-score at 10 µM. MrgX1-HEK293 cells, Fluo-4 calcium fluorescence, agonist mode; stronger effect = higher value. actives 0.44% (n = 310,000). Q96LB2;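 active means calcium response B-score plate-corrected fluorescence ratio at least 3 library SD, with starting fluorescence B-score inside 5 SD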
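System – MrgX1-expressing HEK293 cells · Incubation – cells plated overnight, dye loaded 0.5 h 37 °C, 0.5 h room temperature · Technique – kinetic Fluo-4 NW fluorescence of intracellular calcium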
ANO1 activ: activators or potentiators of mouse TMEM16A chloride channel; AID 623877; HEK293 TMEM16A/YFP-H148Q/I152L, iodide quench fluorescence; stronger effect = lower value; B-score at 10 µM; actives 0.3% (n = 340,000);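 active means fluorescence-ratio B-score plate-corrected deviation score at least 3 library SD below zero, with starting fluorescence score within 5 deviations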;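 further: channel opened by trigger with iodide after compound preincubation; score built on the fluorescence ratio of max minus min over baseline; more negative score means more quench and so TMEM16A activation or potentiation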
TRPC6 inh: mouse TRPC6 channel inhibition | Q61143 | B-score at 10 µM | HEK293-TRPC6, membrane potential dye, ACh-evoked depolarization; stronger effect = lower value | actives 1.1% (n = 310,000);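 active means B-score under library mean minus 3 SD, initial fluorescence not abnormally high, positive integrated signal ratio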;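 further: B-score derived from integrated fluorescence ratio over the kinetic read; more negative B-score means stronger inhibition of depolarization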
TRPC4 act: opens the mouse TRPC4 cation channel. AID 2237. HEK293 TRPC4beta/mu-opioid, Fluo4 calcium fluorescence; stronger effect = higher value. actives 0.49% (n = 310,000). B-score at 10 µM;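 active means B-score above 5 SD of library B-scores, and initial fluorescence ratio not above library mean plus 5 SD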;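 further: positive B-score marks a calcium rise read as TRPC4 activation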
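System: HEK293 cells stably co-expressing mouse TRPC4beta and mu-opioid receptor; Schedule: Fluo4 dye loading 45 min at room temperature, 110 s recording; Detection: Fluo4 fluorescence, kinetic; Evaluation: B-scored integrated calcium fluorescence ratio; Controls: buffer (low) and maximal DAMGO (high).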
TRPC6 activator: activators of mouse TRPC6 channel; B-score at 10 µM; Q61143; actives 0.13% (n = 310,000); AID 2550; HEK293-TRPC6 membrane potential dye fluorescence; stronger effect = higher value;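 active means B-score of the integrated fluorescence ratio above library mean plus 3 SD, and starting fluorescence ratio within library mean plus 5 SD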;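 further: higher score means more depolarization so channel activation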
Numbers without * were called inactive; i = inactive; nt = no result given. No enrichment for hits. Share with any hit: about 6.7%.

smiles | TMEM16A inh | SKKanGAS inh | TRPC4 inh | MrgX1 antag | MrgX1 allo act | TRPC4 PAM | MrgX1 ag | ANO1 activ | TRPC6 inh | TRPC4 act | TRPC6 activator
C=CCNCCOc1ccc(C)cc1[N+](=O)[O-] | i | -1.8 | i | i | i | i | i | i | i | i | i
O=C(COC(=O)CCSc1ccccc1Cl)Nc1ccc(F)cc1F | i | -7.9 | i | i | i | i | i | i | i | i | i
COc1cc(C(=O)OCCc2c(C)nc3nc[nH]n3c2=O)cc(OC)c1OC | i | 8.4 | i | i | i | i | i | i | i | i | i
Cc1ccc(-c2nnn(CC(=O)N(c3ccc(F)cc3)C(C(=O)NC3CCCC3)c3ccco3)n2)o1 (configuration not stated) | i | 2.7 | i | i | i | i | i | i | i | i | i
COc1cc2c(cc1OC)CN(C(=O)CSc1nc3[nH]ncc3c(=O)n1-c1ccccc1)CC2 | i | -3.6 | i | i | i | i | i | nt | i | i | i
COc1ccc(S(=O)(=O)N2CCCC2C(=O)Nc2nc3c(s2)CCCC3)cc1 (configuration not stated) | i | -10.3 | i | i | i | i | i | i | i | i | i
COc1cccc(-c2cc(C(=O)Nc3cnn(Cc4ccc(F)cc4)c3)no2)c1 | i | -4.4 | i | i | i | i | i | i | i | i | i
Cc1noc(C)c1C(=O)OCC(=O)Nc1cccc(S(N)(=O)=O)c1 | i | 6.1 | i | i | i | i | i | i | i | i | i
CC(=O)Nc1ccc(S(=O)(=O)N(C)CC(=O)OCC(=O)N2CCc3ccccc32)cc1 | i | -4.4 | i | i | i | i | i | i | i | i | i
Cc1ccc(NC(=O)C2CCC(=O)N2C(=O)OCc2ccccc2)cc1 (configuration not stated) | i | 3.4 | i | i | i | i | i | i | i | i | i
CCOc1ccccc1CNC(=O)C1Cc2cc(S(=O)(=O)N3CCCCC3)ccc2N1C(C)=O (configuration not stated) | i | 2.3 | i | i | i | i | i | i | i | i | i
COc1ccc(Br)cc1CNC(=O)Cc1c(C(=O)O)[nH]c2ccc(Cl)cc12 | i | 7.6 | i | i | i | i | i | i | i | i | i
COc1ccccc1-n1cnc2cc(NC(=O)c3ccco3)ccc21 | i | 3.5 | i | i | i | i | i | i | i | i | i
COc1ccccc1C1C(C#N)=C(N)Oc2cc(C)n(CCCn3ccnc3)c(=O)c21 (configuration not stated) | i | -2.2 | i | i | i | i | i | i | i | i | i
CC(=O)C(Sc1nnnn1-c1ccccc1)C(C)=O | i | -1.7 | i | i | i | i | i | i | i | i | i
O=C(CSc1nc(-c2ccc(F)cc2)cc(C(F)(F)F)n1)NCc1cccs1 | i | -2.6 | i | i | i | i | i | i | i | i | i
Nc1c(C(=O)Nc2cccc(Cl)c2Cl)sc2nc(-c3cccnc3)ccc12 | i | 8.8 | i | i | i | i | i | i | i | i | i
COc1ccc(CC(=O)NCC(=O)Nc2ccccc2Br)cc1 | i | -2.8 | i | -6.03* | i | i | i | i | i | i | i
c1cc(-c2nsc(-c3ccncc3)n2)ccn1 | i | -1.3 | i | i | i | i | i | i | i | i | i
COC(=O)c1cc2nc(-c3ccc(OC)cc3)cc(C(F)(F)F)n2n1 | i | nt | i | i | i | i | i | i | i | i | i
O=C(Nc1cc(S(=O)(=O)N2CCOCC2)ccc1N1CCOCC1)c1ccc(S(=O)(=O)N2CCCCC2)cc1 | i | -0.5 | i | i | i | i | i | i | i | i | i
O=C(Cn1ncc2c1-c1ccccc1OC2)N1CCN(Cc2ccccc2)CC1 | i | -1.7 | i | i | i | i | i | i | i | i | i
COc1ccccc1N1CCN(CCN(C(=O)C2CCCCC2)c2ccccn2)CC1 | i | 4.5 | i | i | i | i | i | i | i | i | i
Cc1nc(CCNC(=O)CC2C(=O)NCCN2Cc2ccoc2)nc2c1CCCC2 (configuration not stated) | i | -2.7 | i | i | i | i | i | i | i | i | i
COc1ccc(CNCCC(c2ccc(F)cc2)c2ccc(OC(C)C)cc2)cc1OC (configuration not stated) | i | -8.0 | i | i | i | i | i | i | i | 46* | i
CN(Cc1ccccc1)C(=O)CSc1nc2ccccc2[nH]1 | i | -17.0 | i | i | i | i | i | i | i | i | i
CCC/C(=N\NC(=O)c1ccc(CSc2nncn2C)cc1)c1ccccc1 | i | -3.8 | i | i | i | i | i | i | i | i | i
C[C@@]12CCC=C[C@H]1[C@H](c1ccc3ccccc3c1)N(Cc1ccccc1)C2=O | i | 69.5* | i | i | i | i | i | i | i | i | i
O=C(NC(=O)N1CCCCC1)c1ccc(Cl)cc1 | i | -1.4 | i | i | i | i | i | i | i | i | i
Cc1nnc(SCC(=O)NCc2cccs2)[nH]c1=O | i | -0.5 | i | i | i | i | i | i | i | i | i
CCCn1c(SCC(=O)Nc2ccccc2Cl)n[nH]c1=O | i | -9.2 | i | i | 6.59* | i | i | i | i | i | i
CCOC(=O)C1CCN(Cc2cnc(Oc3ccc(N)cc3)s2)CC1 | i | -5.2 | i | i | i | i | i | i | i | i | i
O=C(CCc1ccccc1)OCC(=O)c1ccc(Br)cc1 | i | -5.5 | i | i | i | i | i | i | i | i | i
COc1ccc(N(CC(=O)Nc2ccccc2SC)S(C)(=O)=O)cc1OC | i | -3.0 | i | i | i | i | i | i | i | i | i
COC(=O)c1ccc(NC(=S)NC(=O)c2c(Cl)cnn2C)cc1 | i | 5.8 | i | i | i | i | i | i | i | i | i
Cc1nc(Nc2ccccc2)[nH]c(=O)c1CCC(C)C | i | 6.1 | i | i | i | i | i | i | i | i | i
CCN(CC)CCCNC(=O)Cn1cnc2sc(C)c(S(=O)(=O)N3CCN(c4ncccn4)CC3)c2c1=O | i | -11.5 | i | i | i | i | i | i | i | i | i
ClC(CCN1CCN(Cc2ccccc2)CC1)c1ccccc1 (configuration not stated) | i | -0.3 | i | i | i | i | i | i | i | i | i
COc1cc(/C=C/C(=O)O)cc(S(=O)(=O)NC2CC2)c1OC | i | 0.2 | i | i | i | i | i | i | i | i | i
COCCN(C(=O)CSc1ncc(C(F)(F)F)cc1Cl)c1c(N)n(Cc2ccccc2)c(=O)[nH]c1=O | i | 2.6 | i | i | i | i | i | i | i | i | i
CN(C)CCCN(C(=O)COc1ccc(Cl)cc1)c1nc2c(F)cccc2s1 | i | -13.5 | i | i | i | i | i | i | i | i | i
CC(=O)Nc1ccc(NC(=O)CSc2nnc(NC(=O)c3ccco3)s2)cc1 | i | 23.3 | i | i | i | i | i | i | i | i | i
CCN(CC)S(=O)(=O)c1cccc(-c2nnc(-c3ccc(C)cc3)o2)c1 | i | 17.7 | i | i | i | i | i | i | i | i | i
O=C(NC1CCCCC1)NC12CC3CC(CC(C3)C1)C2 | i | -14.5 | i | i | i | i | i | i | i | i | i
C=CCNCCCCOc1ccc(C)cc1[N+](=O)[O-] | i | 16.4 | i | i | i | i | i | i | i | i | i
COc1ccc(N(CC(=O)N2CCc3ccccc3C2)S(C)(=O)=O)cc1OC | i | 2.7 | i | i | i | i | i | i | i | i | i
OCC1OC(n2cnc3c(NC4CCCC4)ncnc32)C(O)C1O (configuration not stated) | i | -1.4 | i | i | i | i | i | i | i | i | i
CCn1c(SCC(=O)N2CCCCC2C)nnc1-c1ccc(S(=O)(=O)N2CCN(C)CC2)cc1 (configuration not stated) | i | 4.0 | i | i | i | i | i | i | i | i | i
CCN(CC)CC1(O)CCN(C(=O)c2ccc(Cl)c(Cl)c2)CC1 | i | 1.1 | i | i | i | i | i | i | i | i | i
Cc1ccc(CN2CC(C(=O)N3CC=C(c4ccccc4)CC3)CC2=O)cc1 (configuration not stated) | i | -4.2 | i | i | i | i | i | i | i | i | i
CC(NC(=O)C1CC12CCC2)c1ccccc1 (configuration not stated) | i | -2.4 | i | i | i | i | i | i | i | i | i
CCCCNC(=O)c1ccccc1SCc1c(C)noc1C | i | 2.4 | i | i | i | i | i | i | i | i | i
COc1ccc(N2C(=O)C(CC(N)=O)N(NC(=O)c3cccc(OC)c3)C2=S)cc1 (configuration not stated) | i | -5.4 | i | i | i | i | i | i | i | i | i
Cc1cc(-n2c(=S)sc3c(=O)n(-c4ccc(F)cc4)c(SCC(=O)O)nc32)ccc1Cl | i | 13.5 | i | i | i | i | i | i | i | i | i
Cc1cc(C)c2c(-n3cccc3)c(C(=O)NNS(=O)(=O)c3ccc(F)cc3)sc2n1 | i | 18.6 | i | i | i | i | i | i | i | i | i
Cc1nc2sc(C(c3ccc(Cl)cc3)N3CCN(c4ccccc4F)CC3)c(O)n2n1 (configuration not stated) | i | 0.4 | i | i | i | i | i | i | i | i | i
CN(C)Cc1c(C(=O)Nc2ccccc2)[nH]c2ccccc12 | i | -3.0 | i | i | i | i | i | i | i | i | i
CC(=O)c1ccc(S(=O)c2ccccc2)cc1 (configuration not stated) | i | -0.3 | i | i | i | i | i | i | i | i | i
Cc1cc(-n2c(SCCC#N)nnc2-c2cccnc2)ccc1Cl | i | -1.3 | i | i | i | i | i | i | i | i | i
COc1ccc(/C=C2\SC(=O)N=C2N)cc1OC | i | 0.6 | i | i | i | i | i | i | i | i | i

Additional records
smiles | TMEM16A inh | SKKanGAS inh | TRPC4 inh | MrgX1 antag | MrgX1 allo act | TRPC4 PAM | MrgX1 ag | ANO1 activ | TRPC6 inh | TRPC4 act | TRPC6 activator
Cc1cc2ncc(C(=O)N=CN(C)C)cn2n1 | i | -5.4 | i | i | i | i | i | i | i | i | i
O=C(O)COc1ccccc1/C=C1\SC(=Nc2ccc(F)cc2)N(c2ccc(F)cc2)C1=O | i | 26.5 | nt | i | i | i | i | i | i | i | i
Cc1nn(C)cc1CN(C)C(=O)c1sc2cccc(Cl)c2c1Cl | i | -2.6 | i | i | i | i | i | i | i | i | i
COc1ccc(N=Cc2c(O)ccc3ccccc23)cc1 | i | -5.9 | i | i | i | i | i | i | i | i | i
COc1cccc(-c2nnc(-c3ccc(C(F)(F)F)cc3)o2)c1OC | i | -9.0 | i | i | i | i | i | i | i | i | i
O=C(CSc1nc2c(c(C(F)(F)F)n1)CCc1ccccc1-2)NCc1ccccc1 | i | -4.0 | i | i | i | i | i | i | i | i | i
